Screens (PubChem BioAssay)
Efflux pump inh: inhibitors of Candida antifungal efflux pumps expressed in yeast; S. cerevisiae Candida pump triplex, Nile Red efflux; inhibition, % at 10 µM; 330,000 compounds, 0.44% hits;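 active means plate passing quality check with inhibition over a set limit, or well fluorescence over plate mean plus 4 SD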;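 further: Nile Red retained in pooled yeast measured as flow cytometry median fluorescence; 0% = buffer negative control and 100% = Enniatin B positive control; higher means more Nile Red kept so more efflux inhibition; some compounds called inactive have numbers as strong as hits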
TPT1 inh: C. albicans TPT1 enzyme inhibition. inhibition, % at 5 µM. 300,000 compounds, 0.81% hits. AID 1962. recombinant caTPT1, FP RNA substrate dephosphorylation;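 active means inhibition above the mean of all tested compounds plus 3 SD, set per screening campaign, cut at about 24% in these data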;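 further: plate controls were DMSO alone for no effect and ferristatin control at 100 nM for full effect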
CTSL1 counter: counter-screen for PFM18AAP inhibitors: inhibitors of F. hepatica cathepsin L1. inhibition, % at 5.96 µM. recombinant F. hepatica cathepsin L1, Z-Leu-Arg-MCA fluorescence. 300,000 compounds, 0.49% hits;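 active means inhibition above the mean of all tested compounds plus 3 SD, set per screening campaign, cut at about 17% in these data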;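 further: 0% = plate median of test compound wells and 100% = 1 µM Z-Phe-Ala-diazomethylketone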
EBNA-1 inh: blocks EBNA-1 binding to DNA | EBNA-1 DNA binding, fluorescence polarization | inhibition, % at 14.8 µM | 300,000 compounds, 0.34% hits | AID 1950; in the data active means inhibition above about 28%
PREPL inh: inhibits the human prolyl oligopeptidase-like enzyme; Q4J6C6; recombinant PREPL, fluorescence polarization activity-based probe; inhibition, % at 5.96 µM; 320,000 compounds, 0.68% hits; in the data active means inhibition above about 43%;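 further: 0% = enzyme with DMSO and 100% = wells lacking enzyme; many of its hits are not listed in these tables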
Target sequence (Q4J6C6 whole entry, looked up): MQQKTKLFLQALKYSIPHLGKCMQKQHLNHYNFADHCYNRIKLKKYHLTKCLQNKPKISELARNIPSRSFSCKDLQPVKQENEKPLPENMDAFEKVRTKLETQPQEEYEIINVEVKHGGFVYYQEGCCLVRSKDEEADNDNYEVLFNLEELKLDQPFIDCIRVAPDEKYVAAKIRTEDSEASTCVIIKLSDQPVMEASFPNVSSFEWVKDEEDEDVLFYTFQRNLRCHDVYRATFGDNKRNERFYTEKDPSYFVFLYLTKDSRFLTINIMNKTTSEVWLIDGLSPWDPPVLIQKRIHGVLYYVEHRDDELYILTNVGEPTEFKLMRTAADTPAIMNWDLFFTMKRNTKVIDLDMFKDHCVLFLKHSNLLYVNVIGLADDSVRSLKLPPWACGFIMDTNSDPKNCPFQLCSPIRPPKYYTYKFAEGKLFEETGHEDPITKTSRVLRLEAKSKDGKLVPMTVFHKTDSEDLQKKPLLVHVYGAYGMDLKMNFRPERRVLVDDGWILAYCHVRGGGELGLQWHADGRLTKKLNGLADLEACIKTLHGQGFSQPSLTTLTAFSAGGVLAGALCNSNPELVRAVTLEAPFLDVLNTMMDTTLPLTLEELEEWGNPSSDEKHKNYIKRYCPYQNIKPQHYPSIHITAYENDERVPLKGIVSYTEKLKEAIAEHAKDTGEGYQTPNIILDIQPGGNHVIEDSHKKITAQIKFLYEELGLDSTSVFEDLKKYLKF
PP1 inh: PP1-alpha (human) inhibition in PP5 counter-screen. P62136. purified PP1alpha, OMFP fluorescence. inhibition, % at 6.7 µM. 320,000 compounds, 0.9% hits;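 active means inhibition above the mean inhibition of all tested compounds plus 3 SD, computed separately for each screening campaign, cut at about 15% in these data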
ZTA counter: blocks Epstein-Barr virus ZTA, an EBNA-1 counter-screen. P03206. ZTA-DNA binding, fluorescence polarization. 320,000 compounds, 0.15% hits. inhibition, % at 11 µM; in the data active means inhibition above about 33%
Target sequence (P03206 whole entry, looked up): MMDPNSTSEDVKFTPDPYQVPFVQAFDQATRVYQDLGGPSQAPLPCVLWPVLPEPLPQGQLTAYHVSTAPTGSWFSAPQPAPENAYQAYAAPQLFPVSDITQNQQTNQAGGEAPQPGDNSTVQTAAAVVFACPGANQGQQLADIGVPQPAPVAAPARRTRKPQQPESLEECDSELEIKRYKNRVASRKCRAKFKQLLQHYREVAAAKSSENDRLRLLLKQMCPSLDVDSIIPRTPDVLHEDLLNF
PP5 inh: PP5 (human) phosphatase inhibition; P53041; purified PP5c, OMFP substrate fluorescence; inhibition, % at 6.7 µM; 320,000 compounds, 0.18% hits;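 active means inhibition above the campaign's mean inhibition across all tested compounds plus 3 SD, cut at about 9.5% in these data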;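 further: 0% = DMSO only and 100% = 100 µM cantharidin control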
HCV core dimer: blocks dimerization of HCV core protein; TR-FRET GST/Flag-core106 dimerization, 1536-well; inhibition, % at 5 µM; 300,000 compounds, 0.33% hits; AID 1899;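 active means inhibition above the mean of all tested compounds plus 3 SD, set per screening campaign, cut at about 45% in these data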
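Material: Tagged HCV core106 pair (GST and Flag) | Amount: GST-core106 13.5 nM, Flag-core106 17 nM | Medium: KF-containing HEPES buffer, pH 7.45, DTT, CHAPS, BSA | Reagent: Eu donor and XL665 acceptor anti-tag antibodies | Schedule: 4 h at 22.5 °C | Technique: Time-resolved FRET, ex 340 nm, em 617 and 671 nm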
* hit, by the source's call. Not all compounds are listed; rates above refer to the full screens.

For CNCC(O)c1ccc(OC(=O)C(C)(C)C)c(OC(=O)C(C)(C)C)c1 (stereo not drawn) the results were Efflux pump inh 0.0, TPT1 inh 3, CTSL1 counter -2, EBNA-1 inh 0, PREPL inh -4, PP1 inh -1, ZTA counter -2, PP5 inh -2.4 and HCV core dimer 8.
For CCN(CC)S(=O)(=O)c1ccc(C(=O)/C=C/c2ccc(-c3ccc([N+](=O)[O-])cc3)o2)cc1 the results were Efflux pump inh -0.1, TPT1 inh 30*, CTSL1 counter -2, EBNA-1 inh -12, PREPL inh -4, PP1 inh 0, ZTA counter -4, PP5 inh 1.1 and HCV core dimer 24.
COc1ccccc1C(=O)NCCC(=O)N1CCN(c2ccccc2Cl)CC1 was read as Efflux pump inh 0.2, TPT1 inh 0, CTSL1 counter 2, EBNA-1 inh 1, PREPL inh 4, PP1 inh -9, ZTA counter -1, PP5 inh 2.1 and HCV core dimer 0.
CCN(C(=O)c1ccc(S(=O)(=O)N(C)C)cc1)C(C)C(=O)Nc1ccc(C)cc1 (stereo not drawn) was read as Efflux pump inh -0.1, TPT1 inh 0, CTSL1 counter -7, EBNA-1 inh -6, PREPL inh 4, PP1 inh -1, ZTA counter -6, PP5 inh 0.3 and HCV core dimer -9.
For CC1CCCCN1C(=O)COC(=O)c1cc([N+](=O)[O-])ccc1N1CCOCC1 (stereo not drawn) the results were Efflux pump inh -0.1, TPT1 inh -3, CTSL1 counter -13, EBNA-1 inh -6, PREPL inh 3, PP1 inh -6, ZTA counter 0, PP5 inh -0.6 and HCV core dimer 0.
For CCOC(=O)c1ccc(N2C(=O)[C@@H](c3ccccc3)[C@H]2c2ccccc2)cc1 the results were Efflux pump inh -0.1, PREPL inh 10, PP1 inh 4, ZTA counter -14 and PP5 inh 5.7.
`CCOc1ccc(/C=C2/SC(=O)NC2=S)cc1` gave Efflux pump inh -0.4, TPT1 inh 0, CTSL1 counter -1, EBNA-1 inh -6, PREPL inh 17, PP1 inh 8, ZTA counter -10, PP5 inh 1.9 and HCV core dimer -3.
CCc1cc(C(=O)c2ccc(C)cc2)c(NC(=O)CCl)s1 was read as Efflux pump inh 0.0, TPT1 inh -2, CTSL1 counter 2, EBNA-1 inh 8, PREPL inh 0, PP1 inh 3, ZTA counter 6, PP5 inh 2.9 and HCV core dimer -3.
For CC(C)c1ccc(NC2CCCN(C(=O)CC3CCCC3)C2)cc1 (stereo not drawn) the results were Efflux pump inh 0.4, TPT1 inh 1, CTSL1 counter -8, EBNA-1 inh -12, PREPL inh 25, PP1 inh 5, ZTA counter 0, PP5 inh -1.4 and HCV core dimer -5.
For COC(=O)c1ccccc1NC(=O)N[C@@H](C)C(=O)OC the results were Efflux pump inh -0.2, TPT1 inh -5, CTSL1 counter 4, EBNA-1 inh 6, PREPL inh 11, PP1 inh -2, ZTA counter 1, PP5 inh -2.7 and HCV core dimer -3.
CCNc1nc(OC)nc(N2CCC(Cc3ccccc3)CC2)n1 was read as Efflux pump inh -0.2, TPT1 inh -1, CTSL1 counter -1, EBNA-1 inh -8, PREPL inh 5, PP1 inh 3, ZTA counter -3, PP5 inh 3.5 and HCV core dimer -6.
Screening COC(=O)c1ccc(NC(=O)c2ccc(NC(=O)c3ccco3)cc2)cc1 returned Efflux pump inh 11*, TPT1 inh 8, CTSL1 counter -5, EBNA-1 inh 7, PREPL inh 3, PP1 inh 30*, ZTA counter 39*, PP5 inh 1.6 and HCV core dimer 6.
`CCc1nc(N2CCCCC2C)c2oc3ccccc3c2n1` (stereo not drawn) gave Efflux pump inh 0.3, TPT1 inh 0, CTSL1 counter 2, EBNA-1 inh -1, PREPL inh 7, PP1 inh 8, ZTA counter -1, PP5 inh 4.1 and HCV core dimer 2.
Screening Cc1nc(CS(=O)c2ccc(Cl)cc2)cc(NCc2ccc(Cl)cc2Cl)n1 (stereo not drawn) returned Efflux pump inh 0.0, TPT1 inh 4, CTSL1 counter -1, EBNA-1 inh 0, PREPL inh -4, PP1 inh 3, ZTA counter 5, PP5 inh 5.0 and HCV core dimer 1.
For O=C(O)C1CC=CCC1C(=O)Nc1ccc2c(c1)CCC2 (stereo not drawn) the results were Efflux pump inh 0.3, TPT1 inh 0, CTSL1 counter -2, EBNA-1 inh 7, PREPL inh 3, PP1 inh 0, ZTA counter 14, PP5 inh -0.2 and HCV core dimer -6.
`CCCCCCc1cc2cc(C(=O)NC)c(=N)oc2cc1O` gave Efflux pump inh -0.1, TPT1 inh 9, CTSL1 counter 6, EBNA-1 inh -2, PREPL inh 1, PP1 inh 1, ZTA counter 11, PP5 inh 1.3 and HCV core dimer 20.
CCC1=NN(C(=O)CCc2ccccc2O)C(O)(C(F)(F)F)C1 (stereo not drawn) was read as Efflux pump inh 0.0, TPT1 inh 4, CTSL1 counter 1, EBNA-1 inh -9, PREPL inh -7, PP1 inh -4, ZTA counter -1, PP5 inh 0.4 and HCV core dimer -2.
CC1(c2ccc(Cl)cc2Cl)NC(=O)N(CC(=O)Nc2ccc3[nH]c(=O)[nH]c3c2)C1=O (stereo not drawn) was read as Efflux pump inh -0.1, TPT1 inh 1, CTSL1 counter 3, EBNA-1 inh -3, PREPL inh 32, PP1 inh -2, ZTA counter -6, PP5 inh 2.4 and HCV core dimer 4.
Screening O=C(NCc1ccco1)c1ccc(F)c(S(=O)(=O)N2CCCCC2)c1 returned Efflux pump inh 0.0, TPT1 inh 1, CTSL1 counter -1, EBNA-1 inh 3, PREPL inh 61*, PP1 inh 3, ZTA counter 17, PP5 inh 0.9 and HCV core dimer -4.
Screening Cc1ccnc(NC(=O)c2cccc(OC(F)F)c2)n1 returned Efflux pump inh 0.0, TPT1 inh -1, CTSL1 counter 4, EBNA-1 inh -1, PREPL inh -1, PP1 inh -2, ZTA counter 4, PP5 inh -0.4 and HCV core dimer 4.

Sorted by formula weight (low to high): three of the compounds above
Screening O=C(NCc1ccco1)c1ccc(F)c(S(=O)(=O)N2CCCCC2)c1 returned Efflux pump inh 0.0, TPT1 inh 1, CTSL1 counter -1, EBNA-1 inh 3, PREPL inh 61*, PP1 inh 3, ZTA counter 17, PP5 inh 0.9 and HCV core dimer -4.
Screening Cc1nc(CS(=O)c2ccc(Cl)cc2)cc(NCc2ccc(Cl)cc2Cl)n1 (stereo not drawn) returned Efflux pump inh 0.0, TPT1 inh 4, CTSL1 counter -1, EBNA-1 inh 0, PREPL inh -4, PP1 inh 3, ZTA counter 5, PP5 inh 5.0 and HCV core dimer 1.
CC1(c2ccc(Cl)cc2Cl)NC(=O)N(CC(=O)Nc2ccc3[nH]c(=O)[nH]c3c2)C1=O (stereo not drawn) was read as Efflux pump inh -0.1, TPT1 inh 1, CTSL1 counter 3, EBNA-1 inh -3, PREPL inh 32, PP1 inh -2, ZTA counter -6, PP5 inh 2.4 and HCV core dimer 4.

Entries above that have an aryl methoxy group, in the order listed:
COc1ccccc1C(=O)NCCC(=O)N1CCN(c2ccccc2Cl)CC1 was read as Efflux pump inh 0.2, TPT1 inh 0, CTSL1 counter 2, EBNA-1 inh 1, PREPL inh 4, PP1 inh -9, ZTA counter -1, PP5 inh 2.1 and HCV core dimer 0.
CCNc1nc(OC)nc(N2CCC(Cc3ccccc3)CC2)n1 was read as Efflux pump inh -0.2, TPT1 inh -1, CTSL1 counter -1, EBNA-1 inh -8, PREPL inh 5, PP1 inh 3, ZTA counter -3, PP5 inh 3.5 and HCV core dimer -6.

(cont.)
`Cc1cc(OCc2cc(C(=O)N3CCC(Oc4cccnc4)CC3)no2)cc(C)c1Cl` gave Efflux pump inh -0.1, TPT1 inh 0, CTSL1 counter -3, EBNA-1 inh -6, PREPL inh 6, PP1 inh 1, ZTA counter -7, PP5 inh 4.8 and HCV core dimer 15.
`COc1ccc(Cn2c(-c3ccco3)nc3c(c(=O)c4ccccc4n3C)c2=O)cc1` gave Efflux pump inh 0.0, TPT1 inh -3, CTSL1 counter 2, EBNA-1 inh -3, PREPL inh -5, PP1 inh 6, ZTA counter 0, PP5 inh 2.9 and HCV core dimer 8.
Screening CCOc1ccc(N2C(=O)CC(Sc3nc(C)cc(C)c3C#N)C2=O)cc1 (stereo not drawn) returned Efflux pump inh 0.1, TPT1 inh 2, CTSL1 counter 2, EBNA-1 inh -10, PREPL inh 6, PP1 inh 1, ZTA counter 5, PP5 inh 1.9 and HCV core dimer -12.
`CCOc1ccc(N2CC(C(=O)Nc3cccc(C)c3C)CC2=O)cc1` (stereo not drawn) gave Efflux pump inh 0.1, TPT1 inh -1, CTSL1 counter 0, EBNA-1 inh 0, PREPL inh -1, PP1 inh -5, ZTA counter 7, PP5 inh 1.2 and HCV core dimer 4.
For CCCOC(=O)C1=C(C)N(C)C(=O)NC1c1cc2c(cc1Br)OCO2 (stereo not drawn) the results were Efflux pump inh 0.1, TPT1 inh -2, CTSL1 counter -4, EBNA-1 inh -16, PREPL inh 7, PP1 inh 2, ZTA counter -27, PP5 inh 4.0 and HCV core dimer -4.
COc1ccc(OC(=O)c2c(C)nn(-c3ccccc3)c2C)cc1 was read as Efflux pump inh 0.2, TPT1 inh -1, CTSL1 counter -3, EBNA-1 inh -3, PREPL inh -4, PP1 inh -4, ZTA counter 4, PP5 inh 2.9 and HCV core dimer 0.
COc1ccccc1N(Cc1ccccc1)S(=O)(=O)c1cc(C(=O)O)ccc1Cl was read as Efflux pump inh 0.1, TPT1 inh -1, CTSL1 counter -2, EBNA-1 inh -5, PREPL inh -12, PP1 inh 1, ZTA counter 1, PP5 inh 1.2 and HCV core dimer -3.
Cc1cc2c(cc1C)-c1c(ssc1=Nc1ccc(S(N)(=O)=O)cc1)C(C)(C)N2 was read as Efflux pump inh 0.2, TPT1 inh 3, CTSL1 counter 1, EBNA-1 inh 5, PREPL inh 4, PP1 inh -5, ZTA counter -7, PP5 inh 4.6 and HCV core dimer -2.
For COc1cccc(C2c3[nH]c4ccccc4c3CCN2Cc2ncc[nH]2)c1 (stereo not drawn) the results were Efflux pump inh 0.1, TPT1 inh -1, CTSL1 counter 2, EBNA-1 inh 0, PREPL inh 3, PP1 inh 0, ZTA counter 6, PP5 inh -0.3 and HCV core dimer 1.
For Cc1cc(C(=O)NCC(=O)OCC(=O)N(C2CCCCC2)C2CCCCC2)ccc1[N+](=O)[O-] the results were Efflux pump inh -0.1, TPT1 inh 0, CTSL1 counter -4, EBNA-1 inh 12, PREPL inh -1, PP1 inh 5, ZTA counter 0, PP5 inh 3.9 and HCV core dimer 12.
For O=C(/C=C/C(=O)N1CCc2ccccc2C1)N1CCc2ccccc2C1 the results were Efflux pump inh 0.0, TPT1 inh -3, CTSL1 counter 3, EBNA-1 inh -10, PREPL inh 12, PP1 inh 0, ZTA counter -6, PP5 inh 4.9 and HCV core dimer 6.
`Cc1occc1-c1nnc(SCC(=O)Nc2ccccc2)n1Cc1ccccc1` gave Efflux pump inh -0.1, TPT1 inh 1, CTSL1 counter 0, EBNA-1 inh 6, PREPL inh -1, PP1 inh 1, ZTA counter -2, PP5 inh 1.2 and HCV core dimer -4.
`COc1ccc(/C=N/NC(=O)c2cc(-c3ccc(C)cc3C)nc3ccccc23)cc1COC(C)=O` gave Efflux pump inh 0.1, TPT1 inh -1, CTSL1 counter 1, EBNA-1 inh 10, PREPL inh -17, PP1 inh 4, ZTA counter 30, PP5 inh 3.6 and HCV core dimer 27.
For Cc1ccc(CSC2=NCCN2S(=O)(=O)c2ccccc2)cc1 the results were Efflux pump inh 0.2, TPT1 inh -4, CTSL1 counter 0, EBNA-1 inh 4, PREPL inh 1, PP1 inh 1, ZTA counter 6, PP5 inh 1.4 and HCV core dimer 9.
COc1ccc(CN(C(=O)/C=C/c2ccco2)C2CCS(=O)(=O)C2)cc1OC (stereo not drawn) was read as Efflux pump inh 0.2, TPT1 inh 0, CTSL1 counter 4, EBNA-1 inh 10, PREPL inh 4, PP1 inh 2, ZTA counter 2, PP5 inh 0.4 and HCV core dimer -1.
